BAP1 inh = blocks human BAP1 ubiquitin-AMC hydrolysis; Q92560; recombinant BAP1, Ub-AMC hydrolysis fluorescence kinetic; active compounds read low; activity remaining (% of control), % at 20 µM; 0.48% of 72,000 active;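 active = activity remaining at or below 50% of control, provided the compound also passes the data quality filters; inactive = the rest, including low values that fail the filters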;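 also: 100% = DMSO wells rate and 0% = substrate alone blank rate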
Target sequence (Q92560 whole entry, looked up): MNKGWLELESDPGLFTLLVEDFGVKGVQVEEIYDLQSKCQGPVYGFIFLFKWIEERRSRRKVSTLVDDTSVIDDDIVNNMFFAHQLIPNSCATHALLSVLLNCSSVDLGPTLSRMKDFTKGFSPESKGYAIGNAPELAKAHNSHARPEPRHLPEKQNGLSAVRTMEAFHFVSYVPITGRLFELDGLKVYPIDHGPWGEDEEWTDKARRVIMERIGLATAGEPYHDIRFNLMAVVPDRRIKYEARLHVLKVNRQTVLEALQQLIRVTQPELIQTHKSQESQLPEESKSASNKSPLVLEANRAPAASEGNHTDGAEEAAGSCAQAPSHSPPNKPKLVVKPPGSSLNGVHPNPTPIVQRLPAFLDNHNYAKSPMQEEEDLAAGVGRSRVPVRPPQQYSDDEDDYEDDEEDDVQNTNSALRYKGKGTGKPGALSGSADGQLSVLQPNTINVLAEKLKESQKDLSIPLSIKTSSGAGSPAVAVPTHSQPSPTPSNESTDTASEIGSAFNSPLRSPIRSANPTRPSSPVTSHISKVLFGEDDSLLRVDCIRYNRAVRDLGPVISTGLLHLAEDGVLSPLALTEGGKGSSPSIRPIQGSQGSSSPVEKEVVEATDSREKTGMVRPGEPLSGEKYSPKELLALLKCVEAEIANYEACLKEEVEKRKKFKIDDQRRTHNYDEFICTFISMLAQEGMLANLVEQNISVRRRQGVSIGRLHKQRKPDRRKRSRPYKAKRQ
HePTP inh = human HePTP phosphatase inhibition | P35236 | recombinant HePTP phosphatase activity, OD absorbance | inhibition, % at 20 µM | 0.64% of 110,000 active; in the data active = inhibition above about 50%;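 also: plate controls were vehicle for no effect and reference inhibitor for full effect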
Target sequence (P35236 whole entry, looked up): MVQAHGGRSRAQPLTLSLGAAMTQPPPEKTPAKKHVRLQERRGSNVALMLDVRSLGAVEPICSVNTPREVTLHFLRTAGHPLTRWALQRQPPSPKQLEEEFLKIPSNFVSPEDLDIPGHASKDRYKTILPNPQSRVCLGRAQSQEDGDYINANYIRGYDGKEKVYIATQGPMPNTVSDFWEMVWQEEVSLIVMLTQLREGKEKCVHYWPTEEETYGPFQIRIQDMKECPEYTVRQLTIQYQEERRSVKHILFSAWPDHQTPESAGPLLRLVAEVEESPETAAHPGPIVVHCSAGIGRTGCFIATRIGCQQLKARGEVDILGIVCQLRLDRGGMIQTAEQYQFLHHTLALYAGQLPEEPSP
Numbers without * were called inactive; nt = not tested or not shown; & = joins results of further samples.

SMILES	BAP1 inh	HePTP inh
O=C1NC(=Nc2ccc(F)cc2)SC1Cc1cccc(Cl)c1 (stereo not drawn)	nt	5
O=C(NCCC1=CCCCC1)c1ccc(F)c(S(=O)(=O)N2CCOCC2)c1	97	8
CCN(CC)c1ncnc2sc(C(=O)N3CCN(c4ccccc4)CC3)c(C)c12	98	nt
O=C(CCCn1c(=S)[nH]c2cc3c(cc2c1=O)OCO3)N1CCN(c2ccc(F)cc2)CC1	106	5
CCC(C)(C)NC(=O)CN(Cc1ccc2c(c1)OCO2)C(=O)CCC(=O)Nc1ccccn1	110	9
O=C1c2ccccc2C(Nc2ccc3c(c2)OCO3)N1Cc1ccc2c(c1)OCO2 (stereo not drawn)	70	17
CCCn1c(C(O)c2cccc(OC)c2)nc2ccccc21 (stereo not drawn)	nt	8
COC(=O)c1[nH]c2ccc(Cl)cc2c1NC(=O)CCN1CCOCC1	75	10
CCOC(=O)c1c(NC(=O)CSc2nnnn2C)sc(CC)c1C	84	8
C[C@]12CCC(=O)C=C1CC[C@@H]1[C@@H]2[C@@H](O)C[C@@]2(C)[C@H]1CC[C@]2(O)C(=O)CO	91&88	9
O=C(Cc1cccs1)N1CCCC(c2nc3c(nnn3Cc3cccc(Cl)c3)c(=O)[nH]2)C1 (stereo not drawn)	88	-9
COCCNC(=O)C(=O)Nc1cc(Cl)ccc1C	nt	-1
COc1ccc(S(=O)(=O)N2CCN(C(=O)COc3ccc(Cl)cc3)CC2)cc1	nt	6
O=C(N=Nc1c(O)[nH]c2ccc(Br)cc12)c1ccc([N+](=O)[O-])cc1	nt	-4
COc1ccc(CCNC(=S)NC(=O)c2ccccc2)cc1OC	nt	4
COCCNC(=O)c1ccc(C(=O)NCCOC)s1	127	-2
O=C(O)c1c[nH]c2c(ccc3ccccc32)c1=O	nt	38
COc1cc(OC)c(C2=NOC(C(=O)Nc3cc(C)nn3-c3ccccc3)C2)cc1Cl (stereo not drawn)	85	7
Cc1ccc(-c2nc3ccccc3o2)cc1NC(=O)C(Cl)(Cl)Cl	nt	18
Cc1ccc(Cl)cc1N1CCN(C(=O)C2CCN(S(=O)(=O)c3cnc[nH]3)CC2)CC1	94	7
O=C(/C=C/c1ccco1)Nc1ccc(-c2nc3ccccc3s2)c(O)c1	nt	104*
CC1=C(C(=O)OCCc2ccccc2)C(c2cccc([N+](=O)[O-])c2)NC(=O)N1C (stereo not drawn)	nt	6
Nc1nonc1-c1nc2ccccc2n1Cc1ccccc1	nt	-7
COc1ccc(OC)c(NC(=O)C(=O)NCc2ccc(C)cc2)c1	nt	3

Rewritten with values under each structure: entries from further up.
Each structure is followed by: BAP1 inh	HePTP inh
- CCOC(=O)c1c(NC(=O)CSc2nnnn2C)sc(CC)c1C
  84	8
- C[C@]12CCC(=O)C=C1CC[C@@H]1[C@@H]2[C@@H](O)C[C@@]2(C)[C@H]1CC[C@]2(O)C(=O)CO
  91&88	9
- O=C(Cc1cccs1)N1CCCC(c2nc3c(nnn3Cc3cccc(Cl)c3)c(=O)[nH]2)C1 (stereo not drawn)
  88	-9
- COCCNC(=O)C(=O)Nc1cc(Cl)ccc1C
  nt	-1
- COc1ccc(S(=O)(=O)N2CCN(C(=O)COc3ccc(Cl)cc3)CC2)cc1
  nt	6
- O=C(N=Nc1c(O)[nH]c2ccc(Br)cc12)c1ccc([N+](=O)[O-])cc1
  nt	-4
- COc1ccc(CCNC(=S)NC(=O)c2ccccc2)cc1OC
  nt	4
- COCCNC(=O)c1ccc(C(=O)NCCOC)s1
  127	-2
- O=C(O)c1c[nH]c2c(ccc3ccccc32)c1=O
  nt	38
- COc1cc(OC)c(C2=NOC(C(=O)Nc3cc(C)nn3-c3ccccc3)C2)cc1Cl (stereo not drawn)
  85	7
- Cc1ccc(-c2nc3ccccc3o2)cc1NC(=O)C(Cl)(Cl)Cl
  nt	18
- Cc1ccc(Cl)cc1N1CCN(C(=O)C2CCN(S(=O)(=O)c3cnc[nH]3)CC2)CC1
  94	7
- O=C(/C=C/c1ccco1)Nc1ccc(-c2nc3ccccc3s2)c(O)c1
  nt	104*
- CC1=C(C(=O)OCCc2ccccc2)C(c2cccc([N+](=O)[O-])c2)NC(=O)N1C (stereo not drawn)
  nt	6
- Nc1nonc1-c1nc2ccccc2n1Cc1ccccc1
  nt	-7
- COc1ccc(OC)c(NC(=O)C(=O)NCc2ccc(C)cc2)c1
  nt	3

New compounds follow
SMILES	BAP1 inh	HePTP inh
Cc1ccc(Cn2nnc3c(=O)[nH]c(C4CCN(S(=O)(=O)c5cc(C)ccc5C)CC4)nc32)cc1	29*	-3
CC(C)(C)NC(=O)C(c1ccco1)N(C(=O)Cn1nnc(-c2ccc(F)cc2)n1)c1ccccc1 (stereo not drawn)	88	2
Cc1ccc(C(C)C)c(OCCOc2cccc(/C=C3/SC(=S)N(C)C3=O)c2)c1	nt	-8
CC(C)(C)n1nc2c(c1NC(=O)c1cccc(C(F)(F)F)c1)CSC2	51	nt
COc1ccccc1-n1c(SCC(=O)Nc2cccc(C)c2)nc2c(c1=O)SCC2	67	0
Cc1ccc(C(=O)O/N=C(\N)Cc2cccc3ccccc23)cc1[N+](=O)[O-]	nt	2
O=C1C(Cl)=C(NCC2CCCO2)C(=O)N1Cc1ccccc1 (stereo not drawn)	77	-10
CCOC(=O)c1cnc(NCc2ccccc2)nc1C	89	1
O=C(c1cccs1)N1CCCCCC1	nt	0
CCOC(=O)c1cnn(Cc2cccc(Cl)c2)c1C	nt	4
O=C(c1ccccc1)c1ccc(OCC(O)CN2CCOCC2)cc1 (stereo not drawn)	51	-3
COc1ccc(OC)c2[nH]c(=O)c(CCNS(=O)(=O)c3ccc(C)cc3)cc12	103	8
CC1CCCC(C)N1C(=O)c1nn2c(c1Cl)NC(c1cccs1)CC2C(F)(F)F (stereo not drawn)	nt	-3
COc1ccc(CCNC(=O)CSc2nc(-c3ccco3)cc(C(F)(F)F)n2)cc1OC	91	-10
CCC1(c2ccc(F)cc2)NC(=O)N(CC(=O)c2ccc[nH]2)C1=O (stereo not drawn)	54	1
O=C(Nc1ccc(Br)cc1)c1ccccc1[N+](=O)[O-]	nt	-2
O=C1COc2ccccc2O1	83	nt
COc1ccc(-n2nnnc2C(=Cc2ccc(N(C)C)cc2)c2nnnn2-c2ccc(OC)cc2)cc1	nt	4
CCCNC(=O)C1CCN(S(=O)(=O)c2ccc(Br)cc2)CC1	129	1
CC(C)(C)c1ccc(C(=O)NNC(=O)c2ccncc2)cc1	nt	-9
c1ccc(N2CCN(c3ccccc3)C2c2cccs2)cc1	67	7
CC(C)c1ccc(/C=C2\SC(=S)NC2=O)cc1	nt	-9
Cc1[nH]n(-c2ccccc2)c(=S)c1C=Nc1cccc(Br)c1	98	nt
Nc1ccc(C(=O)O)c(O)c1	143&124	13&10
CS(=O)(=O)N(CC(=O)Nc1ccccc1Br)c1ccc(Cl)cc1	nt	3
Cc1ccc(OCc2nnc(SCC(=O)CC(=O)Nc3ccccc3)o2)cc1	100	7
Cc1nnc(C)n1/N=C/c1ccccc1O	nt	7
Cc1cc(/C=N/NC(=O)Cc2cccc(C(F)(F)F)c2)c(C)n1-c1cccc(C(=O)O)c1	nt	9
Cc1c(/C=N/n2cnnc2)c2ccccc2n1C	81	3
COc1ccc(C(CNC(=O)COc2ccccc2OC)N(C)C)cc1OC (stereo not drawn)	99	6
O=C(O)c1ccc(-c2ccco2)n1Cc1ccccc1	100	7
CCOc1ccc(S(=O)(=O)n2cnc(C)c2)c2ccccc12	nt	4
COc1ccc(N(CC(=O)Nc2nc3ccc(C)cc3s2)S(=O)(=O)c2c(C)nn(C)c2C)cc1	75	-4
O=C(CC(c1ccccc1)c1ccccc1)N1CCN(c2ccccc2)CC1	nt	1
COc1ccc(CCNC(=O)C2=COCCO2)cc1	102	-21
CCC1CCCCN1C(=O)CSc1nc(N)c(NC(=O)c2ccc(OC)c(OC)c2)c(=O)[nH]1 (stereo not drawn)	105	5
Oc1ccc(/C=N/Nc2nncc(-c3ccccc3)n2)cc1	nt	4
COc1ccc(OC)c(/C=N/NC(=O)c2c[nH]c3ccccc23)c1	nt	-5
CC(=O)c1cccc(NC(=O)c2cc(-n3cnnc3)ccc2Cl)c1	104	-6
O=C(CSc1ncccc1C(=O)O)c1ccccc1	85	0
COc1cccc(/C=C2\SC(=O)N(CCC(=O)NNC(=O)c3cccc(Cl)c3)C2=O)c1	nt	4
CCOc1cc(C(=O)N2CCc3cc(OC)c(OC)cc3C2)ccc1OC(F)F	94	3
O=C(N/N=C/c1ccc(OC(=O)c2ccc([N+](=O)[O-])cc2)cc1)c1cccnc1	nt	-1
O=C(NCCC1=CCCCC1)N[C@@H](Cc1ccccc1)C(=O)O	111	-9
Cc1ccc(-c2[nH]n3c(=O)c4c(nc3c2C)CCC4)cc1	nt	6
COc1ccc(/C(O)=C2/C(=O)C(=O)N(CCCCCC(=O)O)C2c2ccc([N+](=O)[O-])cc2)cc1 (stereo not drawn)	nt	3
CCc1ccccc1N(CC(=O)Nc1cccc(OC)c1)S(C)(=O)=O	nt	2
CCOC(=O)c1c(CN2CCCCC2)n(C)c2cc(Br)c(O)cc12	nt	5
Cc1cccc(CN2CCNC2=O)c1	104	6
COc1cc(NC(=O)c2ccccc2Cl)cc(OC)c1	nt	-8
COc1ccc(N2CCN(C(c3ccccc3)c3nnnn3Cc3ccc(F)cc3)CC2)cc1 (stereo not drawn)	125	5
CC(=O)C12c3ccccc3C(c3ccccc31)C1C(=O)NC(=O)C12 (stereo not drawn)	nt	5
CCOC(=O)C1CCCN(C(=O)C(C)Oc2ccc(Cl)cc2Cl)C1 (stereo not drawn)	123	7
Cc1noc(C)c1C(=O)N1CCc2ccccc2C1	78	1
O=C(CCS(=O)(=O)Cc1ccccc1F)N1CCc2ccccc2C1	118	4
Nc1ccc2oc(-c3ccccn3)nc2c1	102	-7
Cc1cc(-n2c(C)cc(C(=O)CSc3nnnn3-c3ccccc3)c2C)no1	77	-3
Cc1cc2nc(-c3cc(NC(=O)/C=C/c4ccccc4)ccc3O)oc2cc1C	nt	4
COc1ccc(CCNC(=O)CSc2nnc(-c3cccc(C)c3)o2)cc1OC	109	0
COc1ccc(N(CC(=O)Nc2cc(C)ccc2C)S(C)(=O)=O)c(OC)c1	nt	0

Other structures.
SMILES	BAP1 inh	HePTP inh
COc1ccc(N2C(=O)C(CC(=O)O)S/C2=C\C(C)=O)cc1 (stereo not drawn)	nt	2
COc1ccc(Cc2nnc(SCC(=O)Nc3nc(C)cs3)o2)cc1	129	5
FC(F)(F)COc1nc(Nc2ccccc2)nc(OCC(F)(F)F)n1	127	nt
Nc1nonc1C(=O)N/N=C/c1cccc(O)c1	nt	-5
Cc1c(NS(=O)(=O)c2cc(Cl)ccc2Cl)cccc1[N+](=O)[O-]	nt	2
O=c1[nH][nH]c2nc(C(F)(F)F)cc(C(F)(F)F)c12	92	7
CCC(=O)Nc1nc(C)c(-c2csc(Nc3cc(C)ccn3)n2)s1	nt	5
CCOC(=O)c1cc(CC)sc1NC(=O)Cc1ccsc1	71	6
Cc1ccc(C(=O)N2CCN(c3ccc(F)cc3)CC2)cc1C	nt	-6
COc1ccc(CN(Cc2cc3ccc(C)cc3[nH]c2=O)Cc2nnnn2C2CCCC2)cc1	55	-5
C=CCNC(=O)c1ccc(C)cc1Cl	92	8
COC(=O)c1ccc(COC(=O)c2ccccn2)cc1	92	1
CS(=O)(=O)c1ccc2nc(NC(=O)C3C4C=CC(C4)C3C(=O)O)sc2c1 (stereo not drawn)	101	2
COc1ccc(S(=O)(=O)Nc2cccnc2)cc1	nt	11
O=C(N/N=C1\CC2CCC1C2)c1ccc(Cl)cc1Cl (stereo not drawn)	nt	5
CCOc1cc(/C=C2\SC(=S)N(NC(=O)c3ccc([N+](=O)[O-])cc3)C2=O)ccc1O	nt	-2
COc1ccc(C(=O)N2CCN(C(=O)c3cccc(F)c3)CC2)cc1OC	nt	-23
N#CC1=C(S)NC(=O)C(C#N)C12CCCCC2 (stereo not drawn)	nt	-18
COc1ccccc1/C=C1/SC(=S)N(CCC(=O)Nc2ccccc2)C1=O	nt	8
c1ccc(COc2ccc(OCCOCCn3cncn3)cc2)cc1	115	3
COc1ccccc1CNC(=O)[C@@H]1CCCN1C(=O)C1CCN(S(=O)(=O)c2ccc(C)cc2)CC1	95	8
C=CCn1c(Cc2cccs2)nnc1SCC(=O)Nc1cc(OC)cc(OC)c1	97	8
O=C(O)c1cc(Br)ccc1NC(=O)C(c1ccccc1)c1ccccc1	nt	-3
Cc1ccc(S(=O)(=O)Nc2cccc([N+](=O)[O-])c2)cc1	nt	-7
Cc1ccc(OCC(=O)Nc2ccc(F)c([N+](=O)[O-])c2)c(C)c1	nt	-7
CCOC(=O)c1c(C)c(C(=O)N2CCN(c3cccc(Cl)c3)CC2)c(C)n1C	103	2
CC(=O)N1CCN(c2ccc(NC(=O)COc3ccccc3C)cc2)CC1	nt	2
O=C(Nc1ccc(Cl)cc1Cl)c1nn2c(c1Br)NC(c1ccccc1)CC2C(F)(F)F (stereo not drawn)	nt	-11
O=C(CC12CC3CC(CC(C3)C1)C2)NCC(=O)N1CCCC1	130	6
CCN(CC)CCOC(=O)c1cccc(Br)c1	82	-15
O=C(N/N=C/c1ccc([N+](=O)[O-])cc1)c1cc(C2CC2)[nH]n1	nt	5
Cc1cc(OCCOCCN2CCC(C)CC2)ccc1Cl	nt	-3
O=C1CC(C23CC4CC(CC(C4)C2)C3)=NN1c1ccccc1	nt	6
COc1ccc(OCC(=O)NCCSCc2ccc(Cl)cc2)cc1	nt	-2
CC1Cc2ccccc2N1C(=O)Cn1cnc2ccccc2c1=O (stereo not drawn)	nt	6
COCCn1c(C)cc(C(=O)COC(=O)c2ccc(N3CCCC3=O)cc2)c1C	112	4
O=C(Nc1ncc(Cc2cccc(C(F)(F)F)c2)s1)c1ccc(Br)cc1	64	nt
COc1ccccc1-c1cc(C(=O)Nc2cc(C)nn2-c2ccccc2)no1	109	2

Screens deposited in PubChem by several laboratories.
